Tat transport: E. coli Tat export inhibitors, primary screen, MC4100, TorA-mCherry reporter, fluorescence, single point. inhibition, % at 10 µM. 0.036% of 340,000 active;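 active means mean replicate inhibition at least 50% and at least half of replicates individually reaching 50%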;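 further: exported cargo escapes ClpAP degradation while cytoplasmic cargo is degraded and loses fluorescence; 0% = median of neutral control wells and 100% = median of NaSCN control wells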
MOR-DOR ag: agonists of OPRM1-OPRD1 heterodimerization, primary screen, cell-based, luminescence. 0.3% of 340,000 active. cells. activation, % at 9.3 µM. AID 504326, 2011; in the data active means activation above about 18%;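 further: 0% = vehicle-treated cells and 100% = reference agonist; values of inactives mirror those of a sister screen read the other way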
Target sequence (P35372 whole entry, looked up): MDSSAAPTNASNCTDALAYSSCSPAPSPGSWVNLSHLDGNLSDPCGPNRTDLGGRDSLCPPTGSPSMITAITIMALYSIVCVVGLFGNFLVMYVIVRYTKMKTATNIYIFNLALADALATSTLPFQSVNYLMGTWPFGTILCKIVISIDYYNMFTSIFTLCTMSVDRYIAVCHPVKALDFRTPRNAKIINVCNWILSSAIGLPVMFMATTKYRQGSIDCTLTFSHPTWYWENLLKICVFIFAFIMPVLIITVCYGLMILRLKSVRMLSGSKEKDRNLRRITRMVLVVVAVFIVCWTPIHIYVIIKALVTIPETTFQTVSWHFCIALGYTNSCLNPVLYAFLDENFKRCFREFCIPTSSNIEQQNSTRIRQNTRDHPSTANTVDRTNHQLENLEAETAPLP
Target sequence (P41143 whole entry, looked up): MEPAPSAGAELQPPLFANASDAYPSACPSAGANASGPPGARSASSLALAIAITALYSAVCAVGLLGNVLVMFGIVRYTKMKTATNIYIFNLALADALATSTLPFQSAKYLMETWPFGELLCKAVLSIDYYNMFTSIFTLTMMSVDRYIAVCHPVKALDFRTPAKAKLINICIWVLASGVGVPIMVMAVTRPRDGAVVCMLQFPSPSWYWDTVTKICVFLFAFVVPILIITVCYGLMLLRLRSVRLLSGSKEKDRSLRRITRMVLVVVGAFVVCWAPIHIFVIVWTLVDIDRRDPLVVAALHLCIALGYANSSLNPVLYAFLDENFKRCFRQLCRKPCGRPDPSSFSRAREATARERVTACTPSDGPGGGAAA
Pemphigus Ab inh: inhibitors of pemphigus antibody binding to DSG3, primary screen, biochemical, bead-based, flow cytometry, scFv-GFP | Desmoglein-3 (Homo sapiens), P32926 | DSG3-coupled beads, scFv-anti-DSG3-GFP binding; hits give low values | binding (percent of control), % at 10 µM | 0.48% of 310,000 active;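 active means binding more than 3 SD below its plate's average and above zero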;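 further: hits lower antibody fragment binding to DSG3; some compounds called inactive have numbers as strong as hits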
PfHsp90 yeast 2: growth inhibition of PfHsp90-expressing yeast, primary screen, antimalarial PfHsp90 inhibitor project, S. cerevisiae, BacTiter-Glo luminescence, single point, set 2; BacTiter-Glo ATP, 48 h; yeast lacking PDR1 and PDR3 efflux regulators; inhibition, % at 9.4 µM; 0.32% of 310,000 active; AID 504621, 2011;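 active means every replicate shows inhibition above about 80%, whatever the replicate mean, limit read from the data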;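 further: 0% = DMSO neutral controls and 100% = 20 µM radicicol positive controls; yeast relying on Plasmodium falciparum Hsp90 in place of its own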
PKA-R1A act: activators of PKA-R1A holoenzyme, primary screen, biochemical, fluorescence polarization, Cy5-IP20, bovine R1A, mouse PKAc. cAMP-dependent protein kinase type I-alpha regulatory subunit (Bos taurus) + …. PKA-R1A dissociation; scaled: DMSO 0%, 113 µM cGMP 100%. activation, % at 11.4 µM. 0.083% of 340,000 active. AID 504707, 2011;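 active means percent activation above the mean of all tested compounds plus 3 SD, cut at about 19% in these data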;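 further: higher means more PKAc released from R1A so a rise in polarization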
phage Ecoli inh: growth loss of phage-infected E. coli, primary screen, RecBCD inhibitor project, absorbance, with phage, HTS | inhibition, % at 11.9 µM | 0.26% of 360,000 active | AID 651602, 2012; in the data active means inhibition above about 11%
Mot1-301 SUMO: yeast Mot1-301 growth rescue at high temperature, primary screen, SUMOylation pathway inhibitor project, S. cerevisiae, ATP luminescence, 38.5C | growth rescue, % at 18.8 µM | S. cerevisiae Mot1-301 growth rescue; percent above DMSO median, 100 means doubled | 1% of 320,000 active;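 active means every valid replicate shows activation above 250% relative to neutral control wells; inactive means the rest, any valid replicate at or below 250%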;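 further: OY570 slx delta 5 strain wells were the positive control but not used for scaling; some compounds called inactive have numbers as strong as hits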
MOR-DOR inv ag: inverse agonists of MOR-DOR heterodimerization, primary screen, cell-based, luminescence; Mu-type opioid receptor (Homo sapiens) + Delta-type opioid receptor (Homo sapiens), …; cell-based MOR-DOR heterodimer luminescence, inverse agonism; inhibition, % at 9.3 µM; 0.21% of 340,000 active; in the data active means inhibition above about 22%, passing the limit was not always enough;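 further: 0% = cells with DMSO and 100% = wells without cells with DMSO; values of inactives mirror those of a sister screen read the other way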
Ecoli viability: E. coli V3065 growth inhibition, primary screen, counter-screen for AddAB inhibitor project, absorbance, OD600. 18 h. inhibition, % at 11.9 µM. 0.27% of 330,000 active;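 active means inhibition above the campaign's mean inhibition across all tested compounds plus 3 SD, cut at about 9.9% in these data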;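 further: uninfected addAB+ strain grown without phage in ampicillin broth; 0% = DMSO wells and 100% = ciprofloxacin 0.95 µg/ml wells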
AddAB inh: growth inhibition of E. coli expressing H. pylori AddAB, primary screen, AddAB inhibitor project, absorbance. 0.29% of 330,000 active. AID 435030, 2010. inhibition, % at 11.9 µM; in the data active means inhibition above about 12%;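 further: 0% = vehicle wells of infected cells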
Arr AP2 block: inhibitors of beta-arrestin/AP2 binding, primary screen, biochemical, GPCR trafficking, flow cytometry | inhibition, % at 10 µM | FITC-arrestin peptide / GST-AP2 beads; AP2 beta2 appendage carries R879A mutation | 0.31% of 340,000 active | AID 504490, 2011 | beta-arrestin 1 C-terminal peptide binding to AP2 beta2-adaptin appendage (human);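 active means inhibition above a set limit, near 3 SD of compounds lacking own fluorescence, cut at about 54% in these data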;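 further: plate controls were DMSO wells for no effect and 5 µM unlabelled arrestin peptide for full effect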
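Assay system: GST-AP2 R879A bound to glutathione beads, E. coli-expressed; Medium: PBS with 0.05% Tween 20 and 0.1% BSA; Also added: fluorescein-tagged arrestin peptide at 50 nM final; Timing: 12 min plus 1 h, RT; Measured by: flow cytometry, FL1 (488/535 nm); Evaluation: percent drop in bead-associated FITC signal.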
* = called active by the depositor. The order is random. About 2.8% of those tested had a hit in this group.

Cn1c(=O)oc2cc(S(=O)(=O)N3CCCC(C(=O)Nc4ccc5c(c4)OCCO5)C3)ccc21 (stereo not drawn) was read as Tat transport -1.1, MOR-DOR ag 0.1, Pemphigus Ab inh 108.5, PfHsp90 yeast 2 34.9, PKA-R1A act -4.8, phage Ecoli inh 2.2, Mot1-301 SUMO 4.6, MOR-DOR inv ag -0.6, Ecoli viability 1.6, AddAB inh 2.0 and Arr AP2 block -1.2.
For C=Cc1ccc(CN2CCCN(Cc3ccc(Cl)cc3)S2(=O)=O)cc1 the results were Tat transport 1.4, MOR-DOR ag -0.6, Pemphigus Ab inh 98.0, PfHsp90 yeast 2 18.6, PKA-R1A act -3.0, phage Ecoli inh 1.9, Mot1-301 SUMO 110.7, MOR-DOR inv ag 2.6, Ecoli viability -0.8, AddAB inh 0.2 and Arr AP2 block 11.4.
For CC(OC(=O)c1ccco1)C(=O)Nc1ncc(Cl)cc1Cl (stereo not drawn) the results were Tat transport -0.8, MOR-DOR ag -3.2, Pemphigus Ab inh 103.0, PfHsp90 yeast 2 6.6, PKA-R1A act 10.5, phage Ecoli inh 3.4, Mot1-301 SUMO 18.0, MOR-DOR inv ag 12.1, Ecoli viability 0.3, AddAB inh 2.3 and Arr AP2 block -2.0.
CC(C)(C)NC(=O)COC(=O)/C=C/c1ccccc1[N+](=O)[O-] was read as Tat transport -3.1, MOR-DOR ag -1.4, Pemphigus Ab inh 101.8, PfHsp90 yeast 2 29.2, PKA-R1A act -9.2, phage Ecoli inh -0.6, Mot1-301 SUMO 5.2, MOR-DOR inv ag 7.5, Ecoli viability -2.1, AddAB inh -0.4 and Arr AP2 block -5.4.
COc1ccc(-c2nc3ccccc3[nH]2)cc1 was read as Tat transport 2.1, MOR-DOR ag -0.5, Pemphigus Ab inh 123.0, PfHsp90 yeast 2 54.4, PKA-R1A act 0.9, phage Ecoli inh 3.7, Mot1-301 SUMO -41.8, MOR-DOR inv ag 2.6, Ecoli viability -0.1, AddAB inh 1.3 and Arr AP2 block 12.6.
CCN(CC(=O)Nc1ccc2c(c1)OCCO2)S(=O)(=O)c1cccs1 was read as Tat transport 0.4, MOR-DOR ag -2.1, Pemphigus Ab inh 100.4, PfHsp90 yeast 2 -25.6, PKA-R1A act -2.8, phage Ecoli inh 3.5, Mot1-301 SUMO -11.7, MOR-DOR inv ag 11.6, Ecoli viability 2.0, AddAB inh 4.9 and Arr AP2 block 1.2.
Screening Cc1cc(OC(=O)c2ccco2)c2c(C)cc(=O)oc2c1 returned Tat transport 0.1, MOR-DOR ag 0.8, Pemphigus Ab inh 101.4, PfHsp90 yeast 2 -21.0, PKA-R1A act 3.8, phage Ecoli inh 3.5, Mot1-301 SUMO 2.9, MOR-DOR inv ag -4.3, Ecoli viability 2.7, AddAB inh -0.8 and Arr AP2 block 23.6.
Screening Cc1cccc(OCCC(=O)NCC(c2ccco2)N2CCCCC2)c1 (stereo not drawn) returned Tat transport -5.0, MOR-DOR ag -2.9, Pemphigus Ab inh 108.7, PKA-R1A act 2.2, phage Ecoli inh -0.1, Mot1-301 SUMO -9.3, MOR-DOR inv ag 14.1, Ecoli viability -0.9, AddAB inh 1.9 and Arr AP2 block -0.4.
For NNc1nc2c(-c3cccc(C(F)(F)F)c3)nnn2c2ccccc12 the results were Tat transport -2.5, MOR-DOR ag 2.3, Pemphigus Ab inh 106.1, PfHsp90 yeast 2 -3.4, PKA-R1A act 2.3, phage Ecoli inh 2.5, Mot1-301 SUMO 13.1, MOR-DOR inv ag -10.3 and Arr AP2 block 9.9.
For COc1ccccc1OCCCCn1ncc2ccc(OC)c(OC)c2c1=O the results were Tat transport 1.6, MOR-DOR ag -2.0, Pemphigus Ab inh 98.6, PfHsp90 yeast 2 -22.6, PKA-R1A act -3.5, phage Ecoli inh 3.3, Mot1-301 SUMO -6.3, MOR-DOR inv ag 9.5, Ecoli viability 0.5, AddAB inh 0.4 and Arr AP2 block 8.6.
CC(C(=O)NCCCc1ccccc1)c1ccc([N+](=O)[O-])cc1 (stereo not drawn) was read as Tat transport -1.4, MOR-DOR ag -1.0, Pemphigus Ab inh 108.6, PfHsp90 yeast 2 -7.1, PKA-R1A act -4.3, phage Ecoli inh 5.6, Mot1-301 SUMO 3.8, MOR-DOR inv ag 7.4, Ecoli viability 0.8, AddAB inh 0.2 and Arr AP2 block 6.2.
Nn1c(-c2cccc([N+](=O)[O-])c2)nc2ccccc2c1=O was read as Tat transport 1.0, MOR-DOR ag -2.2, Pemphigus Ab inh 103.4, PfHsp90 yeast 2 -10.7, PKA-R1A act -7.2, phage Ecoli inh 3.4, Mot1-301 SUMO 2.5, MOR-DOR inv ag 12.2, Ecoli viability -1.4, AddAB inh -2.1 and Arr AP2 block 6.8.
COc1ccccc1C(=O)NCc1ccccn1 was read as Tat transport -10.2, MOR-DOR ag 0.0, Pemphigus Ab inh 103.4, PfHsp90 yeast 2 -0.9, PKA-R1A act -11.4, phage Ecoli inh 1.7, Mot1-301 SUMO -1.9, MOR-DOR inv ag 0.1, Ecoli viability -2.3, AddAB inh 1.1 and Arr AP2 block 10.3.
`COc1ccc2cc(C(=O)NCc3ccco3)c(=Nc3ccc(C(=O)O)cc3)oc2c1` gave Tat transport -2.4, MOR-DOR ag -2.2, PfHsp90 yeast 2 -16.4, PKA-R1A act -4.0, phage Ecoli inh 2.1, Mot1-301 SUMO 55.2, MOR-DOR inv ag 14.0, Ecoli viability 0.3, AddAB inh 0.3 and Arr AP2 block 6.3.
COc1ccc(C2/C(=C(/O)c3ccc4c(c3)CC(C)O4)C(=O)C(=O)N2CCN2CCOCC2)cc1 (stereo not drawn) was read as Tat transport -6.9, MOR-DOR ag -2.9, Pemphigus Ab inh 106.6, PfHsp90 yeast 2 -8.5, PKA-R1A act -4.6, phage Ecoli inh 0.8, Mot1-301 SUMO 0.2, MOR-DOR inv ag 15.9, Ecoli viability 0.9, AddAB inh 0.1 and Arr AP2 block 15.6.
COc1ccc(N(CC(=O)Nc2ccc(OC)c(OC)c2)S(=O)(=O)c2ccccc2)cc1Cl was read as Tat transport 3.5, MOR-DOR ag -3.5, Pemphigus Ab inh 118.1, PfHsp90 yeast 2 3.5, PKA-R1A act -11.1, phage Ecoli inh -3.2, Mot1-301 SUMO 9.9, MOR-DOR inv ag 17.9, Ecoli viability -0.2, AddAB inh -1.6 and Arr AP2 block 31.3.
For CSc1ncccc1C(=O)OCc1c(F)cccc1Cl the results were Tat transport 4.6, MOR-DOR ag 3.1, PfHsp90 yeast 2 -34.8, PKA-R1A act -2.0, phage Ecoli inh 1.1, Mot1-301 SUMO 10.8, MOR-DOR inv ag -19.4, Ecoli viability -1.4, AddAB inh 3.8 and Arr AP2 block -7.5.
Screening O=C(NCc1ccccn1)c1ccc(S(=O)(=O)Nc2ccccc2F)cc1 returned Tat transport 17.8, MOR-DOR ag 1.3, Pemphigus Ab inh 106.4, PfHsp90 yeast 2 -25.3, PKA-R1A act -4.7, phage Ecoli inh 2.4, Mot1-301 SUMO 8.5, MOR-DOR inv ag -5.4, Ecoli viability -1.1, AddAB inh 1.0 and Arr AP2 block -2.1.
`COC(=O)c1ccc(C2/C(=C(/O)c3ccc(OC(C)C)cc3)C(=O)C(=O)N2c2cc(C)on2)cc1` (stereo not drawn) gave Tat transport -4.8, MOR-DOR ag -1.7, Pemphigus Ab inh 114.9, PfHsp90 yeast 2 13.6, PKA-R1A act 0.8, phage Ecoli inh -0.4, Mot1-301 SUMO 1.8, MOR-DOR inv ag 10.1, Ecoli viability 1.2, AddAB inh 0.8 and Arr AP2 block 1.6.
CC(C)C(NC(=O)C1CC(=O)N(Cc2ccccc2)C1)c1nc2ccccc2[nH]1 (stereo not drawn) was read as Tat transport -2.6, MOR-DOR ag -3.0, Pemphigus Ab inh 130.0, PfHsp90 yeast 2 6.4, PKA-R1A act -1.4, phage Ecoli inh 2.2, Mot1-301 SUMO 4.5, MOR-DOR inv ag 15.3, Ecoli viability -0.4, AddAB inh -0.7 and Arr AP2 block -6.2.
`Cc1ccc(S(=O)(=O)N2CCN(C(=O)C3CCN(c4ncnc5sc(C)c(C)c45)CC3)CC2)c(C)c1` gave Tat transport -0.6, MOR-DOR ag -0.5, Pemphigus Ab inh 101.1, PfHsp90 yeast 2 -0.8, PKA-R1A act 9.7, phage Ecoli inh 0.5, MOR-DOR inv ag 2.7 and Arr AP2 block -5.8.
`COc1ccc(-c2csc3ncnc(Sc4nnnn4C)c23)cc1` gave Tat transport 2.7, MOR-DOR ag -1.6, Pemphigus Ab inh 102.1, PfHsp90 yeast 2 8.7, PKA-R1A act -3.4, phage Ecoli inh 0.2, Mot1-301 SUMO 12.1, MOR-DOR inv ag 8.8, Ecoli viability 0.7, AddAB inh 2.4 and Arr AP2 block -5.2.
For CN(C)c1ccc(-c2nc3cc(N)ccc3o2)cc1 the results were Tat transport -3.4, MOR-DOR ag -0.9, Pemphigus Ab inh 111.3, PfHsp90 yeast 2 -1.7, PKA-R1A act -3.0, phage Ecoli inh 0.2, Mot1-301 SUMO -1.3, MOR-DOR inv ag 4.8 and Arr AP2 block 15.5.
For CC1CCN(S(=O)(=O)c2ccc3c(c2)N(CC(=O)N(C)Cc2ccco2)C(=O)CO3)CC1 the results were Tat transport -0.9, MOR-DOR ag -1.8, Pemphigus Ab inh 99.7, PfHsp90 yeast 2 2.2, PKA-R1A act -6.8, phage Ecoli inh -5.2, Mot1-301 SUMO 398.0, MOR-DOR inv ag 9.6, Ecoli viability -0.2, AddAB inh 2.9 and Arr AP2 block 3.4.
Cn1cc(C(=O)N2CCCCCC2)c(=O)c2cc(S(=O)(=O)N3CCCCC3)ccc21 was read as Tat transport -1.7, MOR-DOR ag -2.1, Pemphigus Ab inh 99.4, PfHsp90 yeast 2 -6.1, PKA-R1A act -8.2, phage Ecoli inh 2.1, Mot1-301 SUMO -16.5, MOR-DOR inv ag 10.8, Ecoli viability -1.2, AddAB inh 0.2 and Arr AP2 block -8.0.
COc1ccc(OCC2CCCN(Cc3nc(CC4CC4)no3)C2)cc1 (stereo not drawn) was read as Tat transport -3.4, MOR-DOR ag 0.4, Pemphigus Ab inh 96.4, PfHsp90 yeast 2 -5.0, PKA-R1A act -7.5, phage Ecoli inh 4.2, Mot1-301 SUMO -5.5, MOR-DOR inv ag -2.2, Ecoli viability 1.1, AddAB inh -0.1 and Arr AP2 block -23.1.
